Salmonella PhoP GFP: inhibitors of PhoP regulon expression, primary screen, Salmonella Typhimurium, GFP reporter (AID 1863). S. Typhimurium PhoP-regulated promoter GFP reporter, 4 h; higher % means a stronger effect. inhibition, % at 50 µM; hits with a dose series show IC50 in µM. 300,000 tested, 0.16% active;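 active means inhibition over 29.93%, a cutoff 3 SD above the screen mean, later confirmed by dose response; inconclusive means inhibition over 29.93% but no dose response follow-up; inactive means inhibition at most 29.93% or unconfirmed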;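 further: 0% = low Mg2+ inducing control and 100% = high Mg2+ repressing control; strong numbers were not always called active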
K1F lysis inhibition: protection from phage-mediated lysis, alamar blue read-out – E. coli UTI89, K1F phage, bacterial capsule biogenesis inhibitors (AID 488966); inhibition, % at 100 µM; hits with a dose series show IC50 in µM; 340,000 tested, 0.02% active; E. coli UTI89 K1F phage lysis, alamar blue, 2 h; higher % means a stronger effect;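 active means phage lysis inhibition, versus mean bacterial control, above a set limit; inconclusive means no clear call, values can overlap the other calls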;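 further: capsule biogenesis inhibitors block K1F phage lysis so surviving cells raise fluorescence; higher fluorescence means more inhibition of phage lysis; actives were called in the ten point dose series up to 300 µM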
Large T inhibition: SV40 large T antigen inhibitors, biochemical (AID 1903). SV40 large T antigen ATPase/helicase inhibition assay; higher % means a stronger effect. inhibition, % at 20 µM, or IC50 in µM where a hit was titrated. 310,000 tested, 0.39% active; in the data active means a potency from the dose series; inconclusive means inhibition mostly from about 32% at the one dose, without a potency; inactive means the rest, 99 in 100 with inhibition below about 32%; further: strong numbers were not always called active
West Nile antiviral: inhibition of WNV-induced cytopathic effect – cell-based, CPE readout (AID 1621) | West Nile virus-infected cells, CPE inhibition; higher % means a stronger effect | CPE inhibition, % at 10 µM, or IC50 in µM where a hit was titrated | 290,000 tested, 0.02% active; in the data active means a potency from the dose series; inconclusive means CPE inhibition mostly from about 3.7% at the one dose, without a potency; inactive means the rest, 99 in 100 with CPE inhibition below about 2.2%; further: strong numbers were not always called active
Rac1 GTP hydrolysis: MgcRacGAP GTPase-activating activity inhibitors, confirmation, biochemical, ADP Hunter fluorescence | MgcRacGAP-stimulated Rac1 GTP hydrolysis, ADP Hunter fluorescence; higher % means a stronger effect; GST-tagged Rac1 F28L mutant substrate | 340,000 tested, 0.6% active | one-dose inhibition, % at 30 µM; IC50 in µM for titrated hits | AID 624330;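 active means first-screen hits whose inhibition reached a set limit at any dose in the follow-up dose series; inconclusive means inhibition above the set first-screen limit but never retested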;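 further: fluorescence reports GDP produced by GAP-driven GTP hydrolysis; strong numbers were not always called active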
NS5 inhibitors: flavivirus cap methylation enzyme inhibition – biochemical, confirmation dose response, primary screen (AID 588689); inhibition, % at 25 µM, or IC50 in µM where a hit was titrated; Dengue-2 NS5 methyltransferase capping enzyme assay, biochemical; higher % means a stronger effect; 340,000 tested, 0.3% active; in the data active means a potency from the dose series; inconclusive means inhibition above about 29% without an active follow-up result
T cell HTS: T cell immune modulation candidate; 2C CD8+ T cell-vesicle binding, flow cytometry; hits give low values; calls only at 7 µM; 330,000 tested, 0.068% active;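 active means response, share of CD8 T cells binding vesicles, and their 90th percentile fluorescence all below set limits, cut at about 80% in these data, passing the limit was not always enough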
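Test system: purified 2C TCR transgenic mouse naive CD8+ T cells. Probe or stimulus: QL9-peptide-loaded Drosophila micro-vesicles bearing Ld, ICAM-1 and B7-1. Incubation: binding step 1.5 h, 37 °C, antibody labelling 20 min, ice. Measured by: flow cytometry of vesicle-bound cells.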
RSV CPE inhibition: RSV antiviral activity via CPE protection, HEp-2 cells, primary 10 µM value included (AID 2391) | one-dose CPE inhibition, % at 10 µM; IC50 in µM for titrated hits | 310,000 tested, 0.13% active | HEp-2 cells, RSV-induced CPE inhibition; higher % means a stronger effect; in the data active means a potency from the dose series; inconclusive means CPE inhibition mostly from about 23% at the one dose, without a potency; inactive means the rest, 99 in 100 with CPE inhibition below about 21%; further: strong numbers were not always called active
NTR1 agonist: agonists of NTR1, primary screen, imaging, U2OS cells, beta-arrestin-GFP, high content (AID 493036). P30989. NTR1-U2OS beta-arrestin-GFP spot imaging, agonist mode. activation, % at 20 µM. 330,000 tested, 0.17% active;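 active means activation at or above 40% of the spot to cytoplasm intensity ratio, with at least 20 cells analyzed; inconclusive means wells under 20 cells, flagged as cytotoxic or low count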;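 further: 0% = DMSO without peptide and 100% = 100 nM NTR1 peptide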
Target sequence (P30989 whole entry, looked up): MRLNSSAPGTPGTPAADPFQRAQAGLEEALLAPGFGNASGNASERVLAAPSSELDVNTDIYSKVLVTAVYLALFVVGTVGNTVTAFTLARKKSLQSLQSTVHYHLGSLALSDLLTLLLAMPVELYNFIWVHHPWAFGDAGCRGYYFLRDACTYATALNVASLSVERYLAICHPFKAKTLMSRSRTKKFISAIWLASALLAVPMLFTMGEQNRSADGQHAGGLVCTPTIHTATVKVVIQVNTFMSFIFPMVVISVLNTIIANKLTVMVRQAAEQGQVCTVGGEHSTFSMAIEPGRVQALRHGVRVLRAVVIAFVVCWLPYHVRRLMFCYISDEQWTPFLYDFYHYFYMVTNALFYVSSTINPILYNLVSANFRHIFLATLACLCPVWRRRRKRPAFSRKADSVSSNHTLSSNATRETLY
T cell HTS vesicle-bound %: recorded beside T cell HTS, whose call it bears; double positive events, %; measured here: CD8+ vesicle-bound cell fraction;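 binding gate set so that unloaded-vesicle control wells show 10% double positive cells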
NTR1 agonist cell count 20 µM: further read-out of NTR1 agonist, marked with its call; cell count; measured here: cell count, cytotoxicity flag
NS5 inhibitors pilot replicate: further read-out of NS5 inhibitors, marked with its call; inhibition, %; measured here: pilot screen replicate inhibition
Numbers without * were called inactive; i = inactive; ? = inconclusive; nt = not tested or not shown; + = active, no number; [ ] = remark or other dose. An unsorted share of the library (roughly 1.5% active in at least one column).

SMILES	Salmonella PhoP GFP	K1F lysis inhibition	Large T inhibition	West Nile antiviral	Rac1 GTP hydrolysis	NS5 inhibitors	T cell HTS	T cell HTS vesicle-bound %	RSV CPE inhibition	NTR1 agonist	NTR1 agonist cell count 20 µM	others
Cc1cccc(C)c1NC(=O)COC(=O)CCc1c[nH]c2ccccc12	nt	0.4%[50 µM]	nt	nt	1%	1%	i	30	-0.2%	3.5	48
CCOc1ccc(-c2c(C(=O)N/N=C/c3cccc(Br)c3)nnn2-c2nonc2N)cc1	-10%	0.1%	28%	?	10%	-10%	i	25	1.7%	4.9	69
CC1=CSC2=NC(=O)/C(=C\c3cccn3-c3ccccc3)C(=N)N12	3%	-0.1%	15%	-0.4%	9%	-2%	i	48	1.3%	4.4	68
CCC(=O)NC1CCN(C(=S)NC)CC1	-7%	-0.1%	25%	-0.2%	0%	3%	i	25	1.2%	-2.1	66
CCN(CC(=O)NCc1cccs1)C(=O)c1cc(S(=O)(=O)NCc2ccccc2)ccc1C	1%	10%	3%	nt	7%	3%	i	43	-1.4%	0.0	52
CCn1c(C)cc2c(c1=O)C(c1ccccc1)C(C(=O)OC)=C(N)O2 (stereo not given)	-12%	5.3%	0%	0.6%	7%	-4%	i	48	-1.2%	-1.2	58
CN(CCNC(=O)c1ccc(CS(=O)(=O)c2ccc(Br)cc2)o1)CCc1ccccc1	-10%	0.2%	15%	-0.6%	12%	-12%	i	20	-1.9%	0.7	61
CC(=O)C1=C(C)NC(SCC(N)=O)=C(C#N)C1c1sccc1C (stereo not given)	1%	-1.0%	14%	0.3%	1%	-4%	i	29	-0.1%	0.4	69
Cc1cnc(C(=O)OCC(=O)Nc2ncc(Cl)cc2Cl)cn1	nt	1.1%[50 µM]	nt	nt	4%	1%	i	50	-0.4%	0.9	52
O=C(Nc1nnc(C2CC2)s1)C1CCCCC1	nt	0.6%[50 µM]	nt	nt	4%	-6%	i	12	1.9%	-3.0	53
COc1ccccc1N1CCN(Cc2cc3c(cc2Br)OCCO3)CC1	14%	-0.3%	-1%	-0.5%	2%	-1%	i	33	4.7%	1.5	51
Cc1c(NC(=O)CSc2ncccn2)c(=O)n(-c2ccccc2)n1C	-3%	0.0%	8%	-0.1%	0%	3%	i	61	-0.3%	0.3	53
O=C(/C=C/c1cccs1)Nc1sc2c(c1C(=O)O)CCCC2	4%	-1.8%	7%	-0.3%	13%	14%	i	20	17%	0.7	55
NCCCN1CCOCC1	-6%	0.4%	18%	0.5%	5%	-8%	i	14	0.5%	-2.1	80
O=C(CSc1ccc(Cl)cc1)c1ccco1	-1%	-0.4%[50 µM]	24%	-0.5%	18%	?	i	12	-0.5%	0.5	52
Cc1ccc(C(=O)Nc2ccccc2-c2ccccc2)cc1S(=O)(=O)Nc1cccc(C)c1C	-3%	7.9%	7%	-0.1%	1%	-4%	i	50	12%	2.9	46
CCOC(=O)c1c[nH]c2c3c(ccc2c1=O)CCCC3	6%	1.2%	1%	-1.0%	8%	2%	i	24	1.1%	0.9	86	NS5 inhibitors pilot replicate=-4.5
C/C(N)=C(/C#N)C(=O)CSc1nnnn1-c1ccc(C)cc1C	2%	8.1%	10%	-1.0%	7%	-10%	i	16	1.6%	0.5	73
Cc1cccc(CS(=O)(=O)Cc2ccc(C(=O)NCCc3ccccc3)o2)c1	-5%	0.1%	12%	-0.2%	6%	-4%	i	16	4.6%	-0.4	61
COc1ccc(C(=O)Nc2ccc(Cn3ccnc3)cc2)cc1OC	8%	-2.2%	6%	-0.8%	8%	3%	i	61	11%	-0.2	54

The final 2 records of the part before lead into the next:
SMILES	Salmonella PhoP GFP	K1F lysis inhibition	Large T inhibition	West Nile antiviral	Rac1 GTP hydrolysis	NS5 inhibitors	T cell HTS	T cell HTS vesicle-bound %	RSV CPE inhibition	NTR1 agonist	NTR1 agonist cell count 20 µM	others
Cc1cccc(CS(=O)(=O)Cc2ccc(C(=O)NCCc3ccccc3)o2)c1	-5%	0.1%	12%	-0.2%	6%	-4%	i	16	4.6%	-0.4	61
COc1ccc(C(=O)Nc2ccc(Cn3ccnc3)cc2)cc1OC	8%	-2.2%	6%	-0.8%	8%	3%	i	61	11%	-0.2	54
COc1ccc(-c2nc(CS(=O)(=O)CC(=O)NC3CCC(C)CC3)c(C)o2)cc1 (stereo not given)	-5%	0.0%	8%	-0.2%	-7%	-6%	i	8	?	1.9	48
COC(=O)c1ccccc1NC(=O)CN1CCN(Cc2ccccc2)CC1	1%	-0.1%[50 µM]	6%	-1.0%	11%	-3%	i	30	-0.5%	2.7	45
CC(C)(C)c1ccc(NC(=O)CCNC(=O)c2ccco2)cc1	12%	0.2%	12%	-0.2%	10%	0%	i	34	0.1%	-0.4	60
CCOc1ccccc1N(C(=O)Nc1ccc(Cl)cc1)C1=NCCS1	12%	0.2%	-5%	-0.4%	12%	1%	i	45	11%	0.5	82
Nc1ncc([N+](=O)[O-])c(Oc2ccccc2F)n1	-6%	0.0%	3%	0.0%	13%	-6%	i	35	-0.3%	1.9	75
O=C(NCCc1ccccn1)c1ccc(S(=O)(=O)N2CCCCCC2)cc1	-6%	-0.1%	12%	0.8%	2%	7%	i	46	2.1%	-2.1	70
Cn1nnnc1SCC(=O)N1CCCc2ccccc21	-1%	4.8%	6%	0.4%	-1%	-2%	i	60	0.9%	-0.3	73
O=C1C=C(O)CC(c2ccco2)C1 (stereo not given)	-13%	6.5%	20%	0.0%	10%	2%	i	11	-0.6%	0.4	44
COc1ccccc1CCNS(=O)(=O)CCNC(=O)c1ccccc1	7%	2.1%[50 µM]	8%	nt	5%	3%	i	53	-2.0%	-1.4	63
CCC1CCCCN1CCCNC(=O)C1CCN(c2ncnc3c2nc2n3CCCCC2)CC1 (stereo not given)	-9%	-0.1%	3%	-0.1%	-35%	8%	i	26	0.2%	-1.2	63
O=C(Oc1ccc2ccccc2c1)C1CCC1	0%	0.3%	8%	-0.2%	12%	6%	i	60	6.3%	-0.7	63
O=S(=O)(Nc1ccc2c(c1)OCCO2)c1cccs1	-5%	0.4%[50 µM]	2%	-0.3%	0%	1%	i	36	1.1%	-1.3	42
CCN(C(=O)CSc1n[nH]c(-c2cc(Cl)ccc2OC)n1)C1CCS(=O)(=O)C1 (stereo not given)	nt	0.5%[50 µM]	nt	nt	0%	7%	nt	nt	nt	0.2	50
COc1ccc(NC(=O)Nc2c(O)ccc3ccccc23)cc1	nt	-0.5%	19%	nt	-9%	45%	+	1.7*	2.7%	-0.3	43
CCOC(=O)C1=C(CC)Nc2ccccc2N/C1=N\S(=O)(=O)c1ccccc1OC	nt	0.3%[50 µM]	nt	nt	-1%	-4%	i	45	nt	-0.2	57
CCOc1ccc(-c2n[nH]c(C)c2Oc2ccccc2OC)c(O)c1	-4%	-1.3%	5%	-0.8%	6%	-2%	i	37	1.2%	7.3	41
CC1(C#N)c2ccccc2C(Br)=CN1C(=O)c1ccccc1 (stereo not given)	-9%	0.1%	18%	nt	8%	-4%	i	23	15%	1.2	93
CCOc1ccc(NC(=O)CN2CCN(C3c4ccccc4-c4ccccc43)CC2)cc1	-3%	1.6%	-27%	-1.4%	5%	-6%	i	30	6.8%	3.1	88
CC(=O)c1ccc(NC(=O)C2CCN(S(=O)(=O)c3cccc4nonc34)CC2)cc1	3%	-0.1%	8%	-0.1%	4%	-5%	i	33	1.5%	-0.8	60
C/C=C\C=C/C(=O)Nc1cccc(C2=NOC3(C2)C[C@H](C(N)=O)N(C(=O)c2ccc(OC)cc2)C3)c1 (stereo not given in full)	-2%	3.9%	28%	0.5%	8%	-20%	i	29	1.7%	2.8	73
COc1ccc(Nc2oc(-c3ccc(Cl)cc3)nc2C#N)cc1	2%	0.0%	4%	?	2%	-5%	i	53	-0.2%	-1.4	79
Cc1ccccc1NC(=O)C(C)c1cccc(C(=O)c2ccccc2)c1 (stereo not given)	-8%	-0.1%	3%	-0.9%	11%	-4%	i	45	8.0%	1.0	52
Cc1ccc(-c2nc(N/N=C/c3cccc([N+](=O)[O-])c3)c3ccccc3n2)cc1	-10%	7.5%	-3%	1.1%	6%	10%	i	7	1.4%	14	60
CCOc1ccccc1/C=C(/C#N)C(N)=O	0%	0.4%	3%	0.1%	4%	1%	i	61	3.1%	-0.2	85
O=C(CN1C(=O)CSc2cc(S(=O)(=O)N3CCCCCC3)ccc21)NCCc1ccccc1	9%	-0.3%[50 µM]	-9%	-1.3%	7%	-4%	i	34	4.2%	4.1	66
N#Cc1cccc(NC(=O)COC(=O)C2CCC2)c1	-2%	1.6%[50 µM]	15%	nt	5%	-3%	i	50	-0.9%	-1.4	47
Cc1nc(N2CCN(C(=O)c3cccs3)CC2)c2c3c(sc2n1)CCCC3	1%	-0.3%	11%	0.0%	5%	5%	i	27	?	11	38
COc1cc(NC(=O)CCc2nnc3ccc(N4CCC5(CC4)OCCO5)nn23)cc(OC)c1	-3%	0.4%	4%	0.7%	4%	0%	i	14	2.3%	0.2	49
Cc1ccc(S(=O)(=O)Cc2ccc(C(=O)NCCc3ccccc3)o2)cc1	5%	0.1%	12%	-0.3%	2%	-6%	i	43	4.3%	-1.1	61
Cc1ccc2c(c1)N(Cc1cccc(C#N)c1)C=NS2(=O)=O	4%	0.0%	5%	-0.4%	3%	-3%	i	45	2.7%	-0.7	95
CN(C)CC/C=C1/c2ccccc2Sc2c(O)cc(Cl)cc21	-2%	0.1%	13%	-0.1%	14%	13%	i	50	-0.8%	-0.5	57

Ordered by formula weight (low to high): part of the list above.
SMILES	Salmonella PhoP GFP	K1F lysis inhibition	Large T inhibition	West Nile antiviral	Rac1 GTP hydrolysis	NS5 inhibitors	T cell HTS	T cell HTS vesicle-bound %	RSV CPE inhibition	NTR1 agonist	NTR1 agonist cell count 20 µM	others
Cc1ccc2c(c1)N(Cc1cccc(C#N)c1)C=NS2(=O)=O	4%	0.0%	5%	-0.4%	3%	-3%	i	45	2.7%	-0.7	95
Cc1cccc(C)c1NC(=O)COC(=O)CCc1c[nH]c2ccccc12	nt	0.4%[50 µM]	nt	nt	1%	1%	i	30	-0.2%	3.5	48
CCN(C(=O)CSc1n[nH]c(-c2cc(Cl)ccc2OC)n1)C1CCS(=O)(=O)C1 (stereo not given)	nt	0.5%[50 µM]	nt	nt	0%	7%	nt	nt	nt	0.2	50
